IDH1 R132H inh – inhibitors of human mutant IDH1 R132H; IDH1-R132H enzyme, NADPH consumption, diaphorase/resazurin fluorescence; O75874; Potency, µM (top dose mostly 76.6 µM), inactives show at the highest dose activity change, negative = inhibition, hits mostly inhibitors; 0.093% of 390,000 active; note: potency is the fitted concentration of half-maximal effect; % is set by controls: 0 for no effect and ±100 for the full control effect; nearly all actives have a fitted effect of over 65% in size
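IDH1-R132H (0.5 ug/mL) preincubated 30 min with compound, then NADPH (0.016 mM) and alpha-KG (2 mM) added; 80 min at RT, pH 7.5. Remaining NADPH coupled via diaphorase/resazurin to fluorescence (540/590 nm); concentration-response curves normalized to no-enzyme control.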
Pin1 inhibitor – human Pin1 inhibition. Q13526. Pin1 FP peptide displacement, HiFluor488, 10 min. Potency, µM (titrated, usually from 115 µM), without a hit: top-dose activity, negative = inhibition, usual class: inhibitors. 0.009% of 390,000 active. AID 504891; active = well fitted inhibition curve with a large enough effect in the polarisation, with a control signal flat, not every such curve was filed as active; inconclusive = small, poorly fitted or top-dose-only effect, or effect the other way, or a change in a side signal; inactive = no such curve, though single readings can be large or run the other way; the % refers to the polarisation; note: potency is the fitted concentration of half-maximal effect; % is set by controls: 0 for no effect and ±100 for the full control effect
Target sequence (Q13526 whole entry, looked up): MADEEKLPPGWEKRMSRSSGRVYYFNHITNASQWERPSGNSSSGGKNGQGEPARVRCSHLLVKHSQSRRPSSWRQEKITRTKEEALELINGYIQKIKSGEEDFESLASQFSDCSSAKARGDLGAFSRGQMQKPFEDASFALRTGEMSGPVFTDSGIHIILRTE
USP1 inh – inhibitors of human USP1/UAF1 deubiquitinase; 0.23% of 390,000 active; Potency, µM (titrated, usually from 57.1 µM), for inactives: at the top dose activity change, negative = inhibition, usual class: inhibitors; recombinant USP1/UAF1, Ub-Rhodamine cleavage fluorescence; AID 743255; O94782; note: potency is the fitted concentration of half-maximal effect; % is set by controls: 0 for no effect and ±100 for the full control effect; nearly all actives have a fitted effect of over 60% in size; inactives centre near -12
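USP1/UAF1 complex at 1 nM was preincubated with compound for 15 min at room temperature, then Ub-Rho substrate (150nM final) was added. Fluorescence (480/540 nm) was read kinetically, 6 reads every 60 seconds.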
TrxR1 substrate – rat thioredoxin reductase 1 substrate activity; O89049; purified TrxR1 substrate turnover, NADPH consumption readout; Potency, µM (titrated, usually from 114 µM), for the others: at the top dose activity change, negative = substrate turnover; 0.01% of 390,000 active; AID 588456; note: potency is the fitted concentration of half-maximal effect; % is set by controls: 0 for no effect and ±100 for the full control effect; nearly all actives have a fitted effect of over 50% in size
Target sequence (O89049 whole entry, looked up): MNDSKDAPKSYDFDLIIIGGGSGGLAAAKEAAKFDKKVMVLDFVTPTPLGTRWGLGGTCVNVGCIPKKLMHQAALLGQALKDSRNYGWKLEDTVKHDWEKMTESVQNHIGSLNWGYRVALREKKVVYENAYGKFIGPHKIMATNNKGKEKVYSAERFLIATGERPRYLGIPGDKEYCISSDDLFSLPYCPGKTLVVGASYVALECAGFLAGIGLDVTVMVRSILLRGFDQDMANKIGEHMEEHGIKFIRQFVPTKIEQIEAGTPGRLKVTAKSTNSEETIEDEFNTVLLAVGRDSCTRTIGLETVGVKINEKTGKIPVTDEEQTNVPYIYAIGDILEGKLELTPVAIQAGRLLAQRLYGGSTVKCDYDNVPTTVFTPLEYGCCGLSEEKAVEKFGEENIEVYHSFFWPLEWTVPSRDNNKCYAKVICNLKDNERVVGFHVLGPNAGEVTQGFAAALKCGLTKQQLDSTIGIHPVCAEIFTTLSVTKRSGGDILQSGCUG
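Rat TrxR1, dispensed at 90 nM, was prereduced with 400 uM NADPH (final) for 5 min at ~22 deg C, then incubated with compound 15 min before 400 uM selenite. A first-read NADPH fluorescence drop versus no-compound background flagged substrates.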
TRHR ag – TRH receptor (human) agonism. P34981. TRHR cells, calcium flux fluo-8, FDSS agonist mode. activation, % at 2 µM. 0.18% of 360,000 active. AID 493084; in the data active = activation above about 30%; note: 0% is about no effect
Target sequence (P34981 whole entry, looked up): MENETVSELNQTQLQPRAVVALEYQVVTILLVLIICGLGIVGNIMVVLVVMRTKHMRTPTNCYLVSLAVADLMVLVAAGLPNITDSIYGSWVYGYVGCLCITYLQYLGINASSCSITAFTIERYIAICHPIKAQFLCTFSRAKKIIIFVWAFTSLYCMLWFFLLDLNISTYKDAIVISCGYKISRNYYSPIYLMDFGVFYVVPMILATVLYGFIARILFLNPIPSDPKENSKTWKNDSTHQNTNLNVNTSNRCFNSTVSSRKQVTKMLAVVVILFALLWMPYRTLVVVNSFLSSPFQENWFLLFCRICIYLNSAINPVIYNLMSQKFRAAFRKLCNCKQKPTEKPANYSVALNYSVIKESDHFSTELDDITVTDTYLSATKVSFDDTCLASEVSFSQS
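In this calcium-flux screen, cells bearing human TRHR are dye-loaded with fluo-8, baselined for 10 cycles, then exposed to library compounds; positive kinetic calcium responses during the agonist phase mark hits, with TRH as control.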
rTrxR1 inhibitor – inhibitors of rat thioredoxin reductase 1; Potency, µM (series often up to 114 µM), for inactives: top-dose activity change, negative = inhibition, usual class: inhibitors; O89049; AID 588453; 1% of 390,000 active; recombinant rTrxR1, NADPH fluorescence consumption, selenite substrate; note: potency is the fitted concentration of half-maximal effect; % is set by controls: 0 for no effect and ±100 for the full control effect; nearly all actives have a fitted effect of over 65% in size
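Rat TrxR1 (90 nM in the dispensed reagent) was pre-reduced with 400 uM NADPH for 5 min at room temperature, then incubated with compound for 15 min. After 400 uM selenite was added, NADPH fluorescence (Ex 340/Em 450 nm) was followed for 8 min.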
TRHR enhancer – allosteric enhancers of human TRH receptor; P34981; TRHR cells, fluo-8 calcium fluorescence, EC20 TRH enhancement; enhancement, % at 2 µM; 0.66% of 360,000 active; AID 493056; in the data active = enhancement above about 30%; note: 0% is about no effect
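TRHR-expressing cells loaded with fluo-8 calcium dye were read kinetically (ex 480/em 530) during compound addition, then stimulated with an EC20 of TRH (10 nM final). Enhancement of the Gq-mediated intracellular calcium response was scored.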
D2 ag – D2 dopamine receptor (human) agonism; 0.53% of 340,000 active; HEK293 T-REx D2 cells, calcium flux agonist mode; P14416; activation, % at 2 µM; AID 485358;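 active = activation over 3 SD above normal in the single-dose calcium agonist read, cut at about 30% in these data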; note: 0% is about no effect
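HEK293 Trex D2 cells, tetracycline-induced, o/n 30 C 5% CO2; no-wash Ca dye, RT 30–90 min; 10-cycle baseline, 23 nl cpd added, kinetic Ca read 180 s; agonist hits = positive Ca response.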
D2 antagonist – antagonists of human D2 dopamine receptor. P14416. HEK293 TREx D2 cells, calcium flux, dopamine EC80. AID 485344. inhibition, % at 10 µM. 2% of 340,000 active; in the data active = inhibition above about 30%; note: 0% is about no effect
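Antagonism is scored as inhibition of an EC80 dopamine-evoked calcium signal in a force-coupled, tetracycline-inducible HEK293 T-REx D2 line, with compound present 180 s before agonist.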
Numbers without * were called inactive; ? = inconclusive; nt = no result given; [ ] = remark or other dose. Unless noted, calls come from the whole dose curve; as a rule, active = well fitted inhibition curve with a large enough effect; inconclusive = small, poorly fitted or top-dose-only effect; inactive = no such curve, though single readings can be large or run the other way.

SMILES	IDH1 R132H inh	Pin1 inhibitor	USP1 inh	TrxR1 substrate	TRHR ag	rTrxR1 inhibitor	TRHR enhancer	D2 ag	D2 antagonist
COc1ccc(C2(C)NC(=O)N(CC(=O)Nc3ccc(C)cc3Br)C2=O)cc1OC (stereo not drawn)	13.2%	7.6%	-24.4%	2.1%	-0.8	12.2%	-1.3	3.8	-7.3
CC(C)=CCc1c(O)cc2c(c1O)C(=O)CC(c1ccccc1)O2 (stereo not drawn)	-2.2%	-5.4%	-3.9%	-3.2%	nt	9.8%[57.1 µM]	nt	nt	nt
Cc1cccc(N2CCN(C(=O)c3ccc4c(c3)N(Cc3cccc(Cl)c3)C(=O)c3ccccc3S4(=O)=O)CC2)c1C	-1.7%	-0.4%	-2.1%	3.5%[57.1 µM]	0.5	13.2%[57.1 µM]	2.9	-0.3	nt
Cc1cc2oc(=O)cc(CN(C)Cc3cccc(F)c3)c2cc1C	12.7%	2.3%	-30.3%	6.3%	0.2	16.4%	-6.3	2.0	-8.5
NC(=O)CSc1nnc(SCc2ccc(F)cc2)s1	4.8%	2.4%	-0.6%	2.5%[57.1 µM]	30.6*	7.2%[57.1 µM]	0.3	0.4	-16.1
C=CCn1c(=O)c(C(=O)Nc2ccccc2C(=O)OCC)c(O)c2ccccc21	0.9%	3.3%	4.5%	14.6%[57.1 µM]	0.0	-8.8%	2.3	-0.7	-3.1
Cn1c(SCc2cccc(Br)c2)nnc1-c1ccccn1	2.2%	-1.9%	-0.2%	2.6%	0.1	12.3%	-1.9	-0.7	-11.9
O=C(NCCc1ccccc1)C1CCCN(c2ncnc3c2nc2n3CCCCC2)C1 (stereo not drawn)	0.0%	-1.5%	-20.1%	4.7%	-0.7	18.0%	1.1	-0.2	6.4
Cc1cc(C)cc(NC(=O)C2C3C=CC(O3)C2C(=O)O)c1 (stereo not drawn)	10.3%	2.5%	-23.2%	-2.3%	0.3	1.3%	-0.3	0.6	6.1
CCOC(=O)c1sc2nc(C)nc(NCc3cccnc3)c2c1C	1.6%	0.7%	0.5%	36.7%[activator][57.1 µM]	-0.2	27.8%[57.1 µM]	-6.6	-0.5	2.3

A different layout for some results above:
SMILES,IDH1 R132H inh,Pin1 inhibitor,USP1 inh,TrxR1 substrate,TRHR ag,rTrxR1 inhibitor,TRHR enhancer,D2 ag,D2 antagonist
Cc1cc2oc(=O)cc(CN(C)Cc3cccc(F)c3)c2cc1C,12.7%,2.3%,-30.3%,6.3%,0.2,16.4%,-6.3,2.0,-8.5
NC(=O)CSc1nnc(SCc2ccc(F)cc2)s1,4.8%,2.4%,-0.6%,2.5%[57.1 µM],30.6*,7.2%[57.1 µM],0.3,0.4,-16.1
C=CCn1c(=O)c(C(=O)Nc2ccccc2C(=O)OCC)c(O)c2ccccc21,0.9%,3.3%,4.5%,14.6%[57.1 µM],0.0,-8.8%,2.3,-0.7,-3.1
Cn1c(SCc2cccc(Br)c2)nnc1-c1ccccn1,2.2%,-1.9%,-0.2%,2.6%,0.1,12.3%,-1.9,-0.7,-11.9
O=C(NCCc1ccccc1)C1CCCN(c2ncnc3c2nc2n3CCCCC2)C1 (stereo not drawn),0.0%,-1.5%,-20.1%,4.7%,-0.7,18.0%,1.1,-0.2,6.4

Further structures
SMILES	IDH1 R132H inh	Pin1 inhibitor	USP1 inh	TrxR1 substrate	TRHR ag	rTrxR1 inhibitor	TRHR enhancer	D2 ag	D2 antagonist
Cc1cc(C)c(C(=O)N2CCCC(N3CCN(c4ccc(F)cc4)CC3)C2)o1 (stereo not drawn)	3.7%	-8.2%	-23.6%	-1.8%[57.1 µM]	-1.0	16.2%[57.1 µM]	-0.6	0.6	-16.9
N#CCSc1nnc(-c2ccc(F)cc2)n1N	1.9%	-1.8%	-20.2%	30.9%	0.4	7.6%	-1.6	0.7	-2.2
CCc1ccc(NC(=O)Cc2ccc(OC)cc2)cc1	nt	nt	nt	nt	-1.7	nt	-8.8	-1.4	-11.4
COc1ccc(NCC(=O)N/N=C2\CCCC(C)C2)cc1 (stereo not drawn)	1.6%	24.8%	-8.6%	6.6%[57.1 µM]	0.0	12.4%[57.1 µM]	0.6	1.1	8.6
CCC(Cc1ccccc1)NC(=O)C1CC1 (stereo not drawn)	-10.0%	-4.4%	-10.7%	1.0%	-0.5	11.4%	-4.0	nt	nt
Cc1ccnc(NS(=O)(=O)c2ccccc2)n1	7.0%	-1.2%	-22.3%	9.1%	0.2	20.4%	-1.5	1.6	7.6
Cc1cccc(C2NS(=O)(=O)N=C2N)c1 (stereo not drawn)	-5.0%	4.4%	-15.5%	3.9%	0.3	15.9%	1.8	-1.2	-10.3
O=C1S/C(=C\c2ccc(O)c([N+](=O)[O-])c2)C(=O)N1Cc1cccc([N+](=O)[O-])c1	17.9%	?	-23.2%	3.3%[57.1 µM]	-1.0	9.5%[57.1 µM]	11.5	3.5	-23.1
CC(=O)c1c(C)[nH]c(C(=O)NCc2ccccc2F)c1C	8.1%	3.3%	-20.5%	7.1%	0.8	21.6%	1.2	-0.4	-2.4
CN(C(=O)c1cccc(NC(=O)Cc2cccc(NC(=O)C3CCN(C(=O)C4CCCCC4)CC3)c2)c1)C1CCC1	-13.9%	0.9%	?	-1.6%	nt	14.6%	nt	nt	nt
COc1ccc(Oc2nc3ccccc3n3cccc23)cc1	7.3%	0.5%	-21.8%	9.6%[57.1 µM]	1.1	18.6%[57.1 µM]	19.3	0.4	-16.0
COc1ccc(-n2c(SCC(=O)Nc3ccccc3)nc3c(c2=O)SCC3)cc1	14.2%	31.0%[activator]	?	8.2%	0.7	26.7%	-1.8	-1.3	31.4*
C=CCn1c(CNC(=O)c2cccs2)nnc1SCC(=O)Nc1ccc(C(=O)O)cc1	0.0%	2.0%	-0.7%	-6.6%	-0.2	-8.0%	9.3	0.7	-63.6
CCOC(=O)C1=CN(CC)S(=O)(=O)NC1CCc1ccccc1 (stereo not drawn)	-6.0%	?	-3.8%	-5.9%	nt	24.0%	nt	nt	nt
CN(C)CCSc1nc(-c2ccccc2)nc2c1CCCC2	-0.9%	0.0%	-2.4%	-1.6%[57.1 µM]	0.6	-11.3%[57.1 µM]	27.2	0.5	-2.8
Cc1cc(NC(=O)/C=C/c2ccccc2Cl)n(-c2nc3ccccc3[nH]2)n1	5.1%	40.8%[activator]	-16.1%	-24.9%[57.1 µM]	0.6	5.8%[57.1 µM]	0.7	-0.5	-1.0
O=C(CSc1ccc2c(c1)OCCO2)NCCc1ccc(Cl)cc1Cl	4.4%	-3.5%	-7.4%	-0.7%	-0.2	46.1%[activator]	-6.9	-0.6	-11.5
CCN(CC)S(=O)(=O)c1cc(C(=O)Nc2cccnc2Cl)ccc1Cl	4.8%	3.6%	-9.2%	-3.4%	-0.1	-2.0%	-0.4	-1.8	5.9
CC[C@]1(C(=O)OC)[C@H]2C(=O)N(C)C(=O)[C@H]2[C@H]2CN=C(SCc3ccc(C(=O)OC)cc3)N21	5.3%[38.3 µM]	3.1%	-22.9%	9.4%	nt	26.9%	nt	nt	nt
O=C(c1ccco1)N1CCN(Cc2cccnc2)CC1	5.2%	-7.6%	5.8%	3.2%	0.3	1.4%	5.2	70.0*	31.2*

Results in rTrxR1 inhibitor (two entries from above):
SMILES	rTrxR1 inhibitor
Cc1cc(C)c(C(=O)N2CCCC(N3CCN(c4ccc(F)cc4)CC3)C2)o1 (stereo not drawn)	16.2%[57.1 µM]
N#CCSc1nnc(-c2ccc(F)cc2)n1N	7.6%

Continuation.
SMILES	IDH1 R132H inh	Pin1 inhibitor	USP1 inh	TrxR1 substrate	TRHR ag	rTrxR1 inhibitor	TRHR enhancer	D2 ag	D2 antagonist
Cc1nn(-c2cc(N3CCCCCC3)ccc2[N+](=O)[O-])c(=O)c2ccccc12	7.0%	8.7%	-9.6%	-7.3%[57.1 µM]	0.2	-17.0%[57.1 µM]	-6.5	-0.5	5.2
Cc1ccc(C(C)(C)C)c(OCCOCCN2CCCC2)c1	4.7%	-2.6%	-17.1%	4.0%	0.4	15.6%	2.2	0.1	8.0
O=S(=O)(c1ccccc1)N1CCC(O)(CSc2ccccc2)CC1	-5.7%	-10.0%	-8.3%	-4.8%	0.4	8.1%	-0.5	-0.2	-1.7
CCOC(=O)C1CCN(C(=O)CSc2nnc(-c3ccco3)n2-c2ccccc2)CC1	-0.9%	-0.3%	-15.4%	12.0%[57.1 µM]	-0.3	9.9%[57.1 µM]	-4.0	0.3	5.1
Cc1nnc(SCC(=O)c2ccc(C(C)C)cc2)s1	3.8%	-7.5%	-18.8%	-8.3%	-0.9	-5.0%[57.1 µM]	-0.4	0.3	-7.7
COc1ccc2nc(N/C(N)=N/C(=S)Nc3ccc(C)c(C)c3)nc(C)c2c1	nt	nt	nt	nt	0.6	nt	-2.2	-1.4	-6.0
CN(C)c1cccc(C(=O)NCC(c2ccco2)N(C)C)c1 (stereo not drawn)	-1.5%	-5.1%	-15.6%	7.8%	-0.4	6.7%	-1.4	-0.2	26.6
Cc1cccc(S(=O)(=O)Nc2nc3ccccc3nc2NCC2CCCO2)c1 (stereo not drawn)	-4.4%	-7.4%	-9.8%	24.4%	-0.4	37.7%	0.6	0.2	-2.2
O=C(c1ccc2c(=O)n3c(nc2c1)CCCCC3)N1CCc2ccccc21	-1.0%	-0.8%	-5.7%	-3.9%	0.1	1.7%	0.9	nt	nt
NS(=O)(=O)c1cccc(NC(=O)COC(=O)CCC(=O)c2cccs2)c1	-14.5%	-5.9%	1.1%	2.5%	nt	21.6%	nt	nt	nt
Cc1c(Cl)cccc1NC(=O)Cn1cc2c(n1)CCCC2	0.0%	1.2%	-1.0%	-1.8%	-1.1	7.9%	2.2	0.4	nt
COc1ccc(S(=O)(=O)N2CCn3c2nc2ccccc23)cc1	10.0%	2.4%	-9.9%	11.9%	0.1	?	-0.9	-0.2	-3.1

Only part of the results is shown; count on the stated rates, not on these rows.
